Screening results as filed in PubChem.
dFosB activator = activators of mouse delta FosB homodimer; P13346; purified delta FosB, TAMRA-CDK5 oligo fluorescence polarization; percent of positive-control signal above neutral wells; activation, % at 25 µM; 0.99% of 340,000 active;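 active = mean activation above about 17%, with every replicate also reaching it, limit read from the data, passing the limit was not always enough; inconclusive = only one of the two conditions met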;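 note: fluorescence polarization rise as delta FosB binds a TAMRA Cdk5 AP-1 oligo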
Target sequence (P13346 whole entry, looked up): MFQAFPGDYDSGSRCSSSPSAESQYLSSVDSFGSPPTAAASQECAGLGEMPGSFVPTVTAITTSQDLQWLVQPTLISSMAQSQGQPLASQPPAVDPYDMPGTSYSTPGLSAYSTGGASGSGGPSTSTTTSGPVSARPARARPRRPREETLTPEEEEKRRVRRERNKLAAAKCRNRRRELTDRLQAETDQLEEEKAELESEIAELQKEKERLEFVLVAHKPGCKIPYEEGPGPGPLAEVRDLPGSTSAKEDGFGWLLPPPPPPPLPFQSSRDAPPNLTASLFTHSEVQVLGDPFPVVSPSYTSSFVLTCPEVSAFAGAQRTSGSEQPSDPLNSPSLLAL
MITF act = increases MITF-driven TRPM1 promoter luciferase signal; SK-MEL-5 TRPM1-promoter luciferase, 24 h; % of positive control, neutral wells = 0; activation, % at 12.5 µM; 0.75% of 300,000 active; AID 588334;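 active = mean activation of at least 80% with every replicate also reaching 80%; inconclusive = mean reaches 80% but some replicate falls short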;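 note: 0% = neutral control wells and 100% = parthenolide positive control wells; values of inactives mirror those of a sister screen read the other way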
PvdQ inh = P. aeruginosa PvdQ acylase inhibition; 0.063% of 340,000 active; inhibition, % at 10 µM; AID 488965; purified PvdQ acylase, fluorescence plate reader; in the data active = inhibition above about 30%, passing the limit was not always enough; inconclusive = no clear call, values can overlap the other calls;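 note: 0% = vehicle neutral wells and 100% = reference inhibitor wells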
HTR5A inv ag = inverse agonist of human HTR5A in OPRM1-OPRD1 counter-screen. P47898. HTR5A cell line, luminescence, inverse agonism. inhibition, % at 9.3 µM. 0.083% of 340,000 active. AID 504634; in the data active = inhibition mostly above about 23%, no sharp cut-off; inactive = mostly below about 18%;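 note: 0% = cells with DMSO and 100% = no-cell wells with DMSO; some compounds called inactive have numbers as strong as hits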
Wnt act = Wnt/beta-catenin pathway activation; AID 743398; Wnt/beta-catenin reporter cell assay, activator, plate reader; 1.2% of 300,000 active; activation, % at 9.35 µM; in the data active = activation above about 30%, passing the limit was not always enough; inconclusive = no clear call, values can overlap the other calls;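 note: 0% = neutral control wells and 100% = positive control wells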
CDK5 p35 inh = inhibitors of human CDK5/p35 kinase; Q00535+Q15078; Recombinant CDK5/p35, ADP-Glo luminescence, 60 min; inhibition, % at 10 µM; 0.01% of 330,000 active; AID 488839;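 active = highest replicate inhibition of at least 50% and at least 75% of replicates reaching 50%; inconclusive = only one of the two criteria met; inactive = both criteria failed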;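 note: plate controls were DMSO neutral control for no effect and GW8510 at 10 µM for full effect; many of its hits are not listed in these tables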
Target sequence (Q00535 whole entry, looked up): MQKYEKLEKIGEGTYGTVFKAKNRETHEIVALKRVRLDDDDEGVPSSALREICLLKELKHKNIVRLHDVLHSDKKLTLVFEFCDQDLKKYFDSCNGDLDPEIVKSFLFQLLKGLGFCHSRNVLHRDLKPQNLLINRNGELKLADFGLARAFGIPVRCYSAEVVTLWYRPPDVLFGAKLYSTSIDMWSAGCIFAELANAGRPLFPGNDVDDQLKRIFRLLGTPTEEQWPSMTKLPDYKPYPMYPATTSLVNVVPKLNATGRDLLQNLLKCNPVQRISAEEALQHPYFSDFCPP
Target sequence (Q15078 whole entry, looked up): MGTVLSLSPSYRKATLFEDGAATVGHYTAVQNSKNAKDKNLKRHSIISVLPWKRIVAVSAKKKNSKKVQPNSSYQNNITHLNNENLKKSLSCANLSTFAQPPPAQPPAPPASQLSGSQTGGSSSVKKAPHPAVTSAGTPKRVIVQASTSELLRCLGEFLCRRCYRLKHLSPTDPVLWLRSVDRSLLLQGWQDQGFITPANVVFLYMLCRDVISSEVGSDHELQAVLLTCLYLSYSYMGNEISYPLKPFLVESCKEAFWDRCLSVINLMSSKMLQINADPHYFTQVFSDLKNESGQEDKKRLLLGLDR
NSD2 HMT inh = inhibitors of human histone methyltransferase NSD2; NSD2 peptide methylation, AlphaScreen, 120 min; inhibition, % at 12.5 µM; 0.54% of 310,000 active; AID 743445; in the data active = inhibition above about 50%
SR-BI HDL uptake = mouse SR-BI HDL lipid transfer inhibition; inhibition, % at 12.5 µM; 0.96% of 320,000 active; Q61009; AID 488896; ldlA[mSR-BI] CHO cells, DiI-HDL uptake fluorescence, 3 h;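 active = mean replicate inhibition of at least 70% and a set share of replicates each scoring 70 or more; inconclusive = meets just one of the two criteria; inactive = fails both criteria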;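 note: 0% = median of neutral control wells and 100% = median of positive control wells; values of inactives mirror those of a sister screen read the other way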
V-ATPase pH = alters yeast V-ATPase proton transport; 0.37% of 350,000 active; S. cerevisiae, pHLuorin cytosolic pH fluorescence; response, % at 10 µM; in the data active = response mostly above about 7.3%, no sharp cut-off; inactive = mostly below about 5.4%; note: actives read high; inactives centre near 0; some compounds called inactive have numbers as strong as hits; reference of the scale not given here
HTR5A ag ctr = counter-screen for OPRM1-OPRD1 agonists: human HTR5A agonism. activation, % at 9.3 µM. HTR5A agonist assay, luminescence, cell-based. 0.61% of 340,000 active. P47898; in the data active = activation mostly above about 9.5%, no sharp cut-off; inactive = mostly below about 7.6%;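 note: 0% = cells with vehicle only and 100% = reference agonist; strong numbers were not always called active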
Starred values were filed as active, the others as inactive; ? = inconclusive; · = no result given.

SMILES	dFosB activator	MITF act	PvdQ inh	HTR5A inv ag	Wnt act	CDK5 p35 inh	NSD2 HMT inh	SR-BI HDL uptake	V-ATPase pH	HTR5A ag ctr
Cc1ccc(SCCNC(=O)/C=C/c2cccc([N+](=O)[O-])c2)cc1	-5	7	10	8	0	0.4	1	-18	7	-3
COc1ccc(N2C(=O)CC(N(C)CCc3ccc(OC)c(OC)c3)C2=O)cc1 (stereo not given)	-1	0	-21	-4	-1	-2.0	1	5	-1	4
O=C(CN(C(=O)CNC(=O)c1cccs1)c1ccccc1)NC1CCCCC1	0	-3	-4	-14	0	-2.2	-4	·	4	5
CCN(CC)S(=O)(=O)c1ccc2oc(C(=O)NCCCN3CCOCC3)c(C)c2c1	-10	0	9	-19	-1	1.7	2	-1	-1	0
Cc1cc(C)nc(N2CCCC(CCC(=O)NCc3ccc(F)c(F)c3)C2)n1 (stereo not given)	-10	1	-4	-6	-1	-0.2	-3	10	0	2
CCN(CC)CCCNC(=O)c1c(O)c2cc(F)cc3c2n(c1=O)C(C)CC3 (stereo not given)	-11	8	-14	-5	0	1.3	5	·	5	1
C=CCSC1=N/C(=C\c2sccc2C)C(=O)S1	-3	-6	1	7	0	0.0	7	-8	4	-3
CC(=O)OCC(OC(C)=O)C(OC(C)=O)C(OC(C)=O)C(=O)Nc1ccc(C)cc1 (stereo not given)	1	·	2	-32	·	-0.6	-2	30	-3	0
COc1ccc(S(=O)(=O)N2CCC(C(=O)NCCC3=CCCCC3)CC2)cc1C	-8	-7	-13	-10	16	1.0	-5	-3	4	-3
CC(=O)c1ccccc1NC(=O)COC(=O)/C=C/c1ccc(OC(F)F)cc1	0	0	3	-7	-3	0.8	2	-7	-3	2
O=C(O)c1cc(-c2ccc(Cl)c(Cl)c2)n(-c2ccc(F)cc2)n1	-12	6	-3	5	0	1.8	0	-6	12*	-1
COc1ccc(-n2c(CN3CCN(Cc4ccccc4)CC3)nc3ccc([N+](=O)[O-])cc3c2=O)c(OC)c1	-10	-8	-2	-21	0	1.6	8	-16	-2	7
Cn1c(-c2ccc(Cl)cc2)ccc(C#N)c1=O	4	·	-19	-15	·	-3.0	-3	11	-3	5
CCN(CC)C(=O)CSc1nsc(SCC(=O)N(CC)CC)c1C#N	-5	-7	7	0	·	1.9	-3	4	1	1
COc1cccc(OC)c1C(=O)NC(=S)Nc1ccc2oc(=O)ccc2c1	0	26	-5	1	-1	0.8	-1	?	3	0
CC(NCc1ccccc1O)C12CC3CC(CC(C3)C1)C2 (stereo not given)	-5	·	-4	-12	1	-0.5	0	-40	-4	3
CCCCn1c(N)c(N(CCC(C)C)C(=O)c2ccccc2C)c(=O)[nH]c1=O	0	2	-7	-1	6	-1.8	-5	-20	-3	-2
COc1ccccc1NC(=O)COc1ccc(Br)cc1CO	2	·	-13	4	·	0.0	-1	1	6	1
Nc1nonc1C(=O)N/N=C/c1ccc(-c2ccc(Cl)c(C(=O)O)c2)o1	-1	-8	3	-9	-7	1.7	15	-16	-3	3
O=C(Nc1ccc(OC(F)(F)F)cc1)c1ccc(-n2cncn2)nc1	-11	1	-8	-5	-3	0.8	-2	17	-1	2
COc1cccc(OC)c1CNC(=O)CCSCc1ccccc1F	-2	3	-5	8	-2	-0.4	0	2	-1	-3
CCOc1ccc(-n2c(=S)sc3c(=O)[nH]c(SCC(=O)NCc4ccco4)nc32)cc1	-6	0	-7	-28	·	-1.1	22	-18	-1	0
CC(C)NC(=S)N1CCn2c(nc3ccccc32)C1	1	5	-8	·	0	-1.5	-1	0	-2	·
O=C(Nc1ccc2oc(-c3cccnc3)nc2c1)c1cccnc1	-11	·	-15	14	-11	0.5	-11	24	6	-5
O=C(NCc1ccccn1)Nc1ccc(Cl)cc1	5	·	-4	-8	0	1.0	-2	-8	-1	5
Next section:
SMILES	dFosB activator	MITF act	PvdQ inh	HTR5A inv ag	Wnt act	CDK5 p35 inh	NSD2 HMT inh	SR-BI HDL uptake	V-ATPase pH	HTR5A ag ctr
O=Cc1c(NCc2ccc(F)cc2)c2ccccc2[nH]c1=O	0	·	-9	1	0	0.9	0	8	-1	0
COc1cc(/C=C/c2nc3ccccc3c(=O)[nH]2)cc(Cl)c1O	3	8	-16	-21	4	0.0	82*	-25	1	8
N/C(=N\OC(=O)C(c1ccccc1)c1ccccc1)c1ccncc1	-7	10	-2	-21	-2	-0.8	·	·	2	-5
Cc1onc(-c2c(Cl)cccc2Cl)c1C(N)=S	-6	8	-13	5	-13	-5.7	0	-3	0	-2
O=C(NCc1ccc(Cl)cc1)c1cc(=O)nc2sc(-c3ccccc3)nn12	-10	-22	6	-29	3	-2.7	1	-9	-3	6
Cc1ccc(CNC(=O)C2CC(c3ccccc3C(F)(F)F)=NO2)o1 (stereo not given)	-7	19	-1	-11	1	-1.1	·	34	0	0
CCN1C(=O)N(C)C2(c3ccccc3)N(C)C(=O)N(C)C12c1ccccc1 (stereo not given)	-6	16	-2	0	·	-0.8	5	-10	3	2
CC1=NN(c2ccccc2)C(=O)/C1=C/c1ccc(-c2ccc(C)c(C(=O)O)c2)o1	1	·	-11	·	4	0.8	17	-7	3	·
O=C(c1ccccn1)N1CCN(S(=O)(=O)c2ccc3ccccc3c2)CC1	3	-7	5	-4	0	0.0	-2	-8	-2	1
CC(OC(=O)/C=C/c1ccc2ccccc2n1)C(=O)Nc1ccc(S(N)(=O)=O)cc1 (stereo not given)	-3	-50	-4	14	-5	0.1	0	2	0	-2
CSc1nnc(-c2sc(-c3ccccc3)nc2C)n1C	1	·	-9	17	5	0.0	-3	3	0	1
CCOc1ccc(Cc2c(Cl)nc(N)nc2Cl)cc1	7	·	-5	8	-2	-1.7	-2	-3	-1	-3
NC(=O)Nc1ccc(C(=O)OCC(=O)Nc2ccc([N+](=O)[O-])cc2C(F)(F)F)cc1	9	-7	-2	-38	0	-0.5	0	8	2	1
O=C(NCCc1ccccc1)c1ccccc1SCC(=O)N1CCCC1	5	19	-10	9	4	2.1	7	-38	1	-4
CCOc1cccc2c1OC(c1cc(OC)c(OC)c(OC)c1)N1N=C(c3ccc(C)o3)CC21 (stereo not given)	-13	48	-6	6	·	0.5	·	6	1	-2
O=C(Cc1ccc(NC(=O)C2CCN(C(=O)C3CC3)CC2)cc1)Nc1cccc(C(=O)N2CCCCC2)c1	-2	7	-10	-2	-1	-0.4	·	-29	-1	0
CC(C)Sc1nc(SCC(=O)NCc2ccco2)c2c3c(sc2n1)COC(C)(C)C3	-8	24	4	10	·	-1.0	1	9	-33	0
O=C(OCCCc1cc2ccccc2c(=O)o1)c1ccc(C(F)(F)F)cc1	3	7	-10	-20	-2	0.1	·	-11	-6	-3
N#C/C(=C\C=C\c1ccccc1[N+](=O)[O-])c1nc(-c2ccc3c(c2)OCO3)cs1	-5	-9	-3	4	·	-1.3	13	-4	-2	-7
Cc1ccc(SCCN2CCN(C)CCC2=O)cc1	1	39	-4	-15	1	-0.8	·	-19	2	6
Cc1ccc2nc(SCC(=O)c3ccc(O)cc3O)[nH]c2c1	10	54	1	-6	41*	-1.0	-2	·	4	-4
CC(Oc1ccc(Cl)cc1Cl)C(=O)NNC(=O)C(=O)N1CCCCC1 (stereo not given)	-2	10	11	4	4	-2.2	-1	-17	-1	-4
CCOc1ccc(OCc2ccc(C(=O)N3CCCCC3)o2)cc1	-7	-3	-11	6	7	0.2	0	-14	6	0
CCOc1ccccc1C1C(C(N)=O)=C(C)Nc2nc(-c3ccc(OC)cc3)nn21 (stereo not given)	0	·	4	-4	-3	-1.8	2	-13	-2	1
COc1ccc(OC)c(NC(=O)CN2c3cccc4cccc(c34)S2(=O)=O)c1	-6	-12	1	-6	3	0.2	2	12	0	2

Random excerpt: 4 records from the list.
SMILES	dFosB activator	MITF act	PvdQ inh	HTR5A inv ag	Wnt act	CDK5 p35 inh	NSD2 HMT inh	SR-BI HDL uptake	V-ATPase pH	HTR5A ag ctr
N/C(=N\OC(=O)C(c1ccccc1)c1ccccc1)c1ccncc1	-7	10	-2	-21	-2	-0.8	·	·	2	-5
CC1=NN(c2ccccc2)C(=O)/C1=C/c1ccc(-c2ccc(C)c(C(=O)O)c2)o1	1	·	-11	·	4	0.8	17	-7	3	·
CCOc1ccccc1C1C(C(N)=O)=C(C)Nc2nc(-c3ccc(OC)cc3)nn21 (stereo not given)	0	·	4	-4	-3	-1.8	2	-13	-2	1
COc1ccccc1NC(=O)COc1ccc(Br)cc1CO	2	·	-13	4	·	0.0	-1	1	6	1

Carrying on:
SMILES	dFosB activator	MITF act	PvdQ inh	HTR5A inv ag	Wnt act	CDK5 p35 inh	NSD2 HMT inh	SR-BI HDL uptake	V-ATPase pH	HTR5A ag ctr
CC(OC(=O)Cc1c[nH]c2ccccc12)C(=O)Nc1ccc(S(N)(=O)=O)cc1 (stereo not given)	-4	-16	-16	12	-3	-3.9	1	-19	-2	-5
CCn1ncc(/C=N\NC(=O)COc2cc(C)cc(C)c2)c1C	-2	-6	-17	4	-3	-1.3	-1	-17	1	-3
COc1cc(C(=O)N(CCN(C)C)CC2CCCN(Cc3ccccc3F)C2)ccc1C (stereo not given)	-5	·	-18	0	-1	0.6	10	-15	-3	0
N#Cc1cc2c(ccc3ccccc32)oc1=O	-3	-17	6	-10	1	-7.7	6	-9	-4	4
COc1cccc(C(=O)Nc2cccc(C(=O)NC3=NN(c4c(Cl)cc(Cl)cc4Cl)C(=O)C3)c2)c1	-4	·	-12	8	32*	-1.2	7	50	-1	-1
COc1ccc(CCNC(=O)CC2(CC3=NS(=O)(=O)c4ccccc4N3)CCCC2)cc1OC	-1	11	4	-3	0	-2.1	1	7	4	1
Cc1cc(C(=O)NC2CCC(C)CC2)c(C)o1 (stereo not given)	-3	?	-16	16	23	-0.4	·	24	-1	-6

Five entries already listed, arranged by the value under NSD2 HMT inh, falling.
Compound | dFosB activator | MITF act | PvdQ inh | Wnt act | CDK5 p35 inh | NSD2 HMT inh | SR-BI HDL uptake | V-ATPase pH
COc1cc(C(=O)N(CCN(C)C)CC2CCCN(Cc3ccccc3F)C2)ccc1C (stereo not given) | -5 | · | -18 | -1 | 0.6 | 10 | -15 | -3
COc1cccc(C(=O)Nc2cccc(C(=O)NC3=NN(c4c(Cl)cc(Cl)cc4Cl)C(=O)C3)c2)c1 | -4 | · | -12 | 32* | -1.2 | 7 | 50 | -1
N#Cc1cc2c(ccc3ccccc32)oc1=O | -3 | -17 | 6 | 1 | -7.7 | 6 | -9 | -4
COc1ccc(CCNC(=O)CC2(CC3=NS(=O)(=O)c4ccccc4N3)CCCC2)cc1OC | -1 | 11 | 4 | 0 | -2.1 | 1 | 7 | 4
CCn1ncc(/C=N\NC(=O)COc2cc(C)cc(C)c2)c1C | -2 | -6 | -17 | -3 | -1.3 | -1 | -17 | 1
